High-throughput results: PubChem, NCI
All columns: NCI-60 one-dose screen, growth in % after 48 h at 10 µM unless noted; 100 = growth as untreated, 0 = no growth, -100 = all killed.
HL-60(TB): HL-60(TB) leukemia cells. actives 9% (n = 78,000); active means growth percent below 10
Numbers without * were called inactive; & = joins results of further samples; [ ] = dose if it differs, or a comment. Only part of the results is shown; count on the stated rates, not on these rows.

structure	HL-60(TB)
CSc1nc2c(c(=O)[nH]1)C(c1ccccc1)C1=C(N2)/C(=C/c2ccccc2)CCC1 (configuration not stated)	69.1
COc1ccc(C(O)c2cc3c(N)c(C(=O)Nc4ccc(Cl)cc4)sc3nc2C)cc1 (configuration not stated)	-50.1*
O=C(CCC(=O)c1nc2ncccc2[nH]1)NN1C(=O)CSC1c1ccc([N+](=O)[O-])cc1 (configuration not stated)	102.0
C[C@H]1CNCc2ccc3ccccc3c21	100.7
CCCNC(=O)c1cn2ncnc(Nc3cc(C(=O)NC4CC4)ccc3C)c2c1C	129.2
O=c1c2c(c3ccccc3n1-c1ccccc1)Nc1ncnn1C2c1ccccc1 (configuration not stated)	110.1
N#CC1=CC2CN(Cc3ccccc3)C1C1C(=O)N(c3ccccc3)C(=O)C21 (configuration not stated)	76.0
O=C(c1ccccc1)c1ccc2nc(-c3cccc(Br)c3)[nH]c2c1	75.5
CC(C)COC(=O)c1ccccc1	119.6
NS(=O)(=O)c1ccc(C(=O)N=Nc2c(O)[nH]c3c(Br)cccc23)cc1	98.8
O=C(Cn1c2ccccc2c2ccncc21)N/N=C/c1c[nH]c2ccccc12	74.5
O=C(Nc1ccc(NC(=O)c2cc(Cl)nc3ccccc23)cc1)Nc1ccc(Cl)c(C(F)(F)F)c1	96.5
C=C(C)[C@H]1CC/C(C)=C/CC[C@@]2(C)O[C@@H]2CC/C(CO)=C\[C@@H]1OC(C)=O	59.1
CC1(C)CC[C@]2(C(N)=O)CC[C@]3(C)[C@H](C(=O)C[C@@H]4[C@@]5(C)CCC(=O)C(C)(C)[C@@H]5CC[C@]43C)[C@@H]2C1	92.8
O=C(O)CCOc1c(Cl)cc(Cl)cc1[N+](=O)[O-]	87.5

Next section, overlapping the part above by 2 compounds.
structure	HL-60(TB)
CC1(C)CC[C@]2(C(N)=O)CC[C@]3(C)[C@H](C(=O)C[C@@H]4[C@@]5(C)CCC(=O)C(C)(C)[C@@H]5CC[C@]43C)[C@@H]2C1	92.8
O=C(O)CCOc1c(Cl)cc(Cl)cc1[N+](=O)[O-]	87.5
Cc1cccc(NC(=O)CN2CCN(c3ncnc4c3cnn4-c3ccccc3)CC2)c1	88.3
NC(=S)N/N=C/c1cn(-c2ccccc2)nc1-c1cc2ccccc2oc1=O	20.4
O=S(=O)(Oc1ccc(-c2cn3ccsc3n2)cc1)c1cccc(C(F)(F)F)c1	100.9
N=c1c2ccccc2nc2n1CCCCC2	130.4
Nc1cccnc1	106.5
CCOC(=O)C1(C(=O)OCC)C2C=CC(C2)C1C (configuration not stated)	100.6&102.0
COc1ccccc1CNC1CCCCC1	104.8
CCCCCCCCn1ccc2cc(NC(=O)CN3CCN(c4nc(C)cc(Cl)n4)CC3)ccc21	91.1
Nn1c2ccccc2c2ccccc21	98.0
CCC1(CC(C)c2ccccc2)C(=O)NC(=O)NC1=O (configuration not stated)	121.8
Nc1ccc(-c2cc(-c3cc4c([nH]c5ccccc54)c(-c4ccc(F)cc4)n3)cc(-c3ccccn3)n2)cc1	84.6
C#Cc1nc(C2=C(C)C(O)/C(=N/O)C2)cs1 (configuration not stated)	-37.9*
Cc1ncn2nc(NN)nc2n1	98.6
N#Cc1c(Nc2ccc(Cl)cc2)nn2c(-c3ccc(Cl)cc3)c(-c3nc4ccccc4s3)c(N)nc12	101.5
O=C1C=CC(=O)N1c1ccc([N+](=O)[O-])cc1	31.8&110.6

Filtered by structure: the entries above with an NH in an aromatic ring.
structure	HL-60(TB)
CSc1nc2c(c(=O)[nH]1)C(c1ccccc1)C1=C(N2)/C(=C/c2ccccc2)CCC1 (configuration not stated)	69.1
O=C(CCC(=O)c1nc2ncccc2[nH]1)NN1C(=O)CSC1c1ccc([N+](=O)[O-])cc1 (configuration not stated)	102.0
O=C(c1ccccc1)c1ccc2nc(-c3cccc(Br)c3)[nH]c2c1	75.5
NS(=O)(=O)c1ccc(C(=O)N=Nc2c(O)[nH]c3c(Br)cccc23)cc1	98.8
O=C(Cn1c2ccccc2c2ccncc21)N/N=C/c1c[nH]c2ccccc12	74.5
Nc1ccc(-c2cc(-c3cc4c([nH]c5ccccc54)c(-c4ccc(F)cc4)n3)cc(-c3ccccn3)n2)cc1	84.6

More compounds follow:
structure	HL-60(TB)
C=C(C)[C@@H]1CC[C@]2(C(=O)OC)CC[C@]3(C)[C@H](CC[C@@H]4[C@@]5(C)Cc6cc(Cc7ccccc7)oc6C(C)(C)[C@@H]5CC[C@]43C)[C@@H]12	85.0
Cc1ccc(NC(=O)CCl)cc1Cl	106.2
CC(C)CSc1nc(-c2ccc(F)cc2)c(C#N)c(N(CCO)CCO)n1	102.8
O=C1CN(CCN2CC(=O)N(Cc3ccccc3)C(=O)C2)CC(=O)N1Cc1ccccc1	97.7
Cc1ccccc1C1(O)c2ccccc2-c2ccccc21	111.5
CCN(CC)CCn1cc(Sc2cccc(OC)c2)c2cc(OC)ccc21	74.3
CN1CC(=O)N=C1N	91.3&98.0
CN1CCCCC1Cc1ccccc1 (configuration not stated)	85.8
Cn1nc(-c2ccc(O)c(-c3ncc[nH]3)c2)c2ccccc2c1=O	109.3
Nc1nc2ncc(=O)[nH]c2c(=O)[nH]1	93.9
Clc1ccc(Cc2nnc(Nc3nc4ccccc4s3)s2)cc1	99.2
CCN(CC)Cc1nc2nc(Cl)c(Cl)nc2[nH]1	101.3
Cc1cccc(C(=O)NNC(=O)c2c(C)[nH]c(-c3nc4ccccc4[nH]3)c2C)c1	103.5
NCCc1ccc(OCc2ccccc2)c(OCc2ccccc2)c1	51.4
COc1cc2oc3cc(=O)cc4oc(-c5ccccc5)cc(c2c2c1CCC(c1ccccc1)O2)c43 (configuration not stated)	138.3

Next part
structure	HL-60(TB)
O=C1CC2(CCCC2)CC(=O)N1CCCCN1CCN(c2ncccn2)CC1	92.8
SCCCCCCCCCCS	96.9
Cc1cc(OCc2ccccc2)ccc1[N+](=O)[O-]	97.8
COC1OCC(O)C(O)C1O (configuration not stated)	101.9
CCCCCCC1(C(OC)OC)NC(=O)N(C)C1=O (configuration not stated)	98.7
CSc1ccc(Cl)cc1	102.4
CCCN(CCC)CC(C)(C)C(O)c1ccc(OC)c2ccccc12 (configuration not stated)	88.0
OC/C=C\CO	132.4
CC(=O)OC(C)(C)C(=O)Oc1ccccc1	80.5
O=C(O)CSc1ccc(N=Cc2ccc(N(CCCl)CCCl)cc2)cc1	49.1
CN(C)N=Nc1ccc(N(C)C)cc1	108.0
CC(C)CCC[C@@H](C)[C@H]1CC[C@H]2[C@@H]3CC=C4C[C@@H](N(C)C)CC[C@]4(C)[C@H]3CC[C@]12C	100.0
Cc1nn(-c2ccccc2)c(Cl)c1/C=C1\N=C(c2ccccc2)N(c2ccccc2)NC1=O	83.2
COc1cc2ccnc(C=O)c2cc1OC	-27.4*
NN	100.1

(continued)
structure	HL-60(TB)
Cc1c2ccccc2nc(CSCc2ccccc2)[n+]1[O-]	100.6
CC(=O)O[C@H]1CC[C@H]2[C@@H]3CC[C@H]4CCCC[C@]4(C)[C@H]3CC[C@]12C	112.7
CS(=O)(=O)c1ccc(-c2cnn3ccc(-c4cccc(S(=O)(=O)C5CC5)c4)nc23)cc1	24.3
N#Cc1c(NC(=O)Nc2ccc(Cl)c(C(F)(F)F)c2)sc2c1CCCC2	74.6
Oc1ccccc1C=NCC1CCC(CN=Cc2ccccc2O)CC1 (configuration not stated)	122.8
O=C1CN(/N=C/c2ccco2)C(=O)N1	90.1
CC1(C)CC[C@]2(C(=O)O)CC[C@]3(C)[C@H](C(=O)C[C@@H]4[C@@]5(C)C/C(=C/c6cccnc6)C(=O)C(C)(C)[C@@H]5CC[C@]43C)[C@@H]2C1	102.6
O=C(Nc1ccc(Cl)cc1)Nc1cc(=O)[nH]c(SCC(=O)N2CCN(c3cc4c(cc3F)c(=O)c(C(=O)O)cn4C3CC3)CC2)n1	99.9
O=C(NO)c1ccc(CNc2cccc3nc(C4CC4)n(-c4ccccc4)c(=O)c23)cc1	7.4*
O=C(N/N=C/C[C@@H]1[C@@H](/C=C/[C@@H](O)COc2cccc(Cl)c2)[C@H](O)C[C@@H]1O)c1ccncc1	87.5
N#CC[C@H](C1CCCC1)n1cc(-c2ncnc3[nH]ccc23)cn1	97.7
CCN(CC)c1ccc(C(=O)c2ccc(N(CC)CC)cc2)cc1	9.6*
CN(C)C1=NCCN1	97.9
Cc1ccc(OCCBr)cc1	100.7
CCOC(=O)N(CCO)[N+](=O)[O-]	96.0

Reprinted from the part before: 2 compounds, then new ones.
structure	HL-60(TB)
Cc1ccc(OCCBr)cc1	100.7
CCOC(=O)N(CCO)[N+](=O)[O-]	96.0
NNc1ccc(Cl)cc1Cl	8.3*
O=C(NCCNc1cc(-c2cn(-c3ccccc3)nc2-c2cccc(O)c2)ccn1)c1ccccc1	23.6
N#CC1=C(N)O[C@]23c4ccccc4C(=O)[C@]12N(NC(=O)c1cc2ccc1CCc1ccc(cc1)CC2)C(=S)N3c1cccnc1	81.1
CC(=O)OC1Oc2ccccc2-c2oc(=O)c(-c3cc(=O)oc4cc(O)ccc34)cc21 (configuration not stated)	47.0
COc1c(O)cc2oc3cc(O)c(CC=C(C)C)c(O)c3c(=O)c2c1CC=C(C)C	65.9
COc1ccc(NC(=O)C2=C(C)NC(=O)N(C)C23C(=O)Nc2ccccc23)cc1 (configuration not stated)	82.4
COc1cc(/C=C/C(=O)c2ccc(Cl)cc2)ccc1Oc1nc(NCCO)nc(N2CCOCC2)n1	93.7
O=Cc1ccc[n+](CC(=O)c2ccc(Br)cc2)c1	101.2
COc1ccc(CN2CCc3c(Sc4ccccc4OC)nc(N)nc3C2=O)c(OC)c1	106.8
O=C(Nc1ccc(OCc2nnc(-c3ccccc3)o2)c(F)c1)c1ccccc1	112.4
CN(C)Cc1cc(Cl)cc(Cc2cc(Cl)cc(CN(C)C)c2O)c1O	77.0
CCN(CCO)CCCOc1ccc2c(Nc3cc(CC(=O)Nc4cccc(F)c4)[nH]n3)ncnc2c1	-2.3*
CC(C)CCC[C@@H](C)[C@H]1CC[C@H]2[C@@H](Nc3ccc(O)cc3)CCC[C@]12C	39.2
COc1cc(C2=C(c3c[nH]c4ccccc34)C(=O)N(CCN3CCOCC3)C2=O)cc(OC)c1OC	105.7
CCSCC(C)C(=O)OC (configuration not stated)	102.9

Carrying on.
structure	HL-60(TB)
CN(/C(N)=N/N=C/c1c2ccccc2cc2ccccc12)C1CCCCC1	35.4
Cc1ccc(NC(=O)/C(CC(=O)c2c[n+](=O)c3ccccc3n2O)=N\NC(=O)C[n+]2ccccc2)cc1	92.3
c1ccc2c(c1)nc(-c1cscn1)n2Cc1ccc(-c2nn[nH]n2)cc1	101.1
Cc1ccc(-c2c3c(N)c4c(nc3nc3c2c(C)nn3-c2ccccc2)CCCCC4)cc1	94.3
C=CC(=O)CC1(C(=O)OC)NC(=S)NC(=O)C1C#N (configuration not stated)	99.8
Cc1ccc(C=O)cc1	143.6
Cc1ccc(Nc2ncnc3c2cnn3-c2cccc(F)c2)cc1	119.4
COC1=CC(c2ccc[nH]2)=N/C1=C\c1[nH]c(C)c(C(=O)CCC(=O)NCCNC(=O)CC[C@H](NC(=O)c2ccc(NCc3cnc4nc(N)[nH]c(=O)c4n3)cc2)C(=O)O)c1C	99.8
C/C(=C\C(=O)c1ccc(Cl)cc1)c1ccc(Cl)cc1	92.5
Nc1ccc(S(=O)(=O)O)c(O)c1	153.0
CN1CCN(Cc2ccc(NC(=O)c3[nH]ncc3Nc3ccnc4ccsc34)cc2)CC1	-17.8*
CCCCc1nc(Cl)c(C2C(C#N)=C(N)Oc3n[nH]c(C)c32)[nH]1 (configuration not stated)	98.3
CS(=O)(=O)Nc1ccc(C(=O)N/N=C/c2ccccc2O)cc1	78.1
CCNC(=S)Nc1cccc(C)c1	89.1
Cc1ccc2c(c1)C(=O)[C@]1(O)CCN(c3ccc4nc(C)ccc4c3)C1=N2	95.8

Remaining list, next part:
structure	HL-60(TB)
CCCCc1nc2c(N)nc3ccccc3c2n1Cc1ccccc1	86.9
C=CCn1c(SCC(=O)c2ccc(Cl)cc2)nnc1-c1ccc(OC)cc1	94.3
CCOC(=O)c1sc(NC(=O)c2ccc(Cl)cc2)nc1C	101.9
CC(C)(Oc1ccc(CCNC(=O)c2ccc(Cl)cc2)cc1)C(=O)O	113.5
C#CCOc1ccc(/C=N/Nc2nc(-c3ccccc3)cs2)cc1OC	38.9
CCCCOP(=O)(CCP(=O)(OCCCC)OCCCC)OCCCC	100.5
Cc1ccc2oc(=O)cc(-c3cc(-c4cc5cc(Br)ccc5oc4=O)nc(N)c3C#N)c2c1	84.9
CCOC(=O)c1c(C)oc2ncnc(Nc3ccc(F)c(Cl)c3)c12	100.9
COc1cc2c(c(OC)c1OC)CCC(c1cccc(NC(=O)C(C)C)c1)O2 (configuration not stated)	99.2
NS(=O)(=O)c1ccc(C(=O)N/N=C(\CS(=O)(=O)c2ccccc2)c2cc3ccccc3o2)cc1	103.3
CC1=NN(C(=O)c2c(N)cnn2-c2ccccc2)C(c2ccccc2)C1 (configuration not stated)	95.2
O=C(O)c1ccc(NCn2c(=S)sc3ccccc32)cc1	90.7
Cc1nc2ncc(C(=O)NO)c(=O)n2[nH]1	87.9
CN(C)C(=O)c1ccc(N)cc1	97.3
Cc1ccc(NCc2ccc(Oc3ncnc4ccccc34)cc2)cc1	53.2

(listing goes on)
structure	HL-60(TB)
OCCCN1CCN(c2cccc(Cl)c2)CC1	102.1
C=C(C)[C@@H]1CC[C@]2(C(=O)NCCNCCNCCNC(=O)OC(C)(C)C)CC[C@]3(C)[C@H](CC[C@@H]4[C@@]5(C)CCC(=O)C(C)(C)[C@@H]5CC[C@]43C)[C@@H]12	86.7[100 µM]
Cc1ccc(C2CC(c3ccc(NC(=O)Nc4ccccc4)cc3)=NN2c2ccc(S(N)(=O)=O)cc2)cc1 (configuration not stated)	-42.5*
CCN1CCN(c2nc(NNC(=O)c3cccc(OC)c3)nc(N3CCN(C(c4ccccc4)c4ccccc4)CC3)n2)CC1	28.4
COc1cccc(/C=N/NC2=NC3C(N2)N(C)C(=O)N3C)c1O (configuration not stated)	100.2
